Screens deposited in PubChem BioAssay by several laboratories.
Platelet DG rel: platelet dense granule release activity | human platelet-rich plasma, SFLLRN dense granule ATP release, luminescence | inhibition, %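 (compounds screened at 7.5 µM in platelet-rich plasma)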 | 0.22% of 300,000 active | AID 1663;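 active means mean replicate score, as percent of positive control, at or above 50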
aSyn UTR inh: MLPCN primary screen, SNCA 5' untranslated region; inhibition, % (tested at 7.5 µM); 0.82% of 300,000 active; AID 1813; alpha-synuclein 5'UTR reporter, inhibitor activity; in the data active means inhibition above about 60%;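 further: H4 neuroglioblastoma cells stably carrying SNCA 5'UTR luciferase fusion; 0% = DMSO wells and 100% = positive control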
HSP90 inh: HSP90 refolding inhibition in rabbit reticulocyte lysate; 0.91% of 290,000 active; luciferase refolding luminescence, 3 h; inhibition, % at 5.6 µM;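 active means inhibition above the screen-wide mean plus 3 SD, computed separately per campaign, cut at about 16% in these data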;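 further: 0% = DMSO wells and 100% = 60 µM geldanamycin wells; inhibitors lower the luminescence because luciferase stays unfolded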
GSK3A inh: inhibitors of human GSK-3 alpha kinase | P49840 | ADP-Glo luminescence, 60 min | inhibition, % at 10 µM | 0.1% of 320,000 active | AID 2650;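 in the data active means inhibition above about 50%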;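 further: GST-tagged GSK-3 alpha with peptide substrate and 25 µM ATP; 0% = DMSO neutral wells and 100% = GW8510 positive control wells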
Target sequence (P49840 whole entry, looked up): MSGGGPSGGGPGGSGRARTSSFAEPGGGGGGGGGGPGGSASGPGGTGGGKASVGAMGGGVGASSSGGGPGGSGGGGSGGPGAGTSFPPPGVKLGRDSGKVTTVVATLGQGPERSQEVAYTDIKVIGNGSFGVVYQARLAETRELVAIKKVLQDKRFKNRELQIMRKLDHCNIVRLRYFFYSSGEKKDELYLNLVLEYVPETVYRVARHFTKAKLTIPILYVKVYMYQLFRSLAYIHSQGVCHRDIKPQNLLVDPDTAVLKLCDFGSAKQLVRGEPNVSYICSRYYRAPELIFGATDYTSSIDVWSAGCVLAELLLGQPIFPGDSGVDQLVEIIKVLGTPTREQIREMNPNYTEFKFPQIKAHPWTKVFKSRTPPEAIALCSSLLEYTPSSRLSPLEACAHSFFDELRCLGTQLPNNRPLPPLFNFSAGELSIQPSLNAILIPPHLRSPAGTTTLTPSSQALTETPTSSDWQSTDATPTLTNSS
DYRK1A inh: blocks rat Dyrk1A kinase activity. ADP-Glo luminescence, NFATc1 peptide. inhibition, % at 12.5 µM. 0.43% of 310,000 active; in the data active means inhibition above about 50%;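 further: plate controls were vehicle with enzyme for no effect and no enzyme for full effect; many of its hits are not listed in these tables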
IEC-6 tox: kills IEC-6 intestinal cells in KLF5 counter-screen; IEC-6 cytotoxicity, luminescence viability; inhibition, % at 5 µM; 0.78% of 290,000 active; AID 1825; in the data active means inhibition above about 22%;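 further: 0% = plate median of test compound wells and 100% = cytotoxic reference compound wells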
HSF1 inhib: HSF1 inhibition | NIH3T3-HGL HSE-luciferase, MG132-induced, luminescence 8 h; active compounds read low | 0.77% of 300,000 active | activity change, negative = inhibition, % at 7.5 µM (by protocol);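 active means more than half of replicate wells show activity change below -50%, luminescence cut by over half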;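 further: luciferase reports HSF-1 transcriptional activity via heat shock element; 0% = median of DMSO wells and -100% = zero luminescence signal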
KLF5 inhibitor: inhibitors of KLF5 expression; 0.23% of 290,000 active; DLD-1 KLF5 promoter-luciferase reporter, luminescence; inhibition, % at 5 µM;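 active means inhibition above a per-plate limit of that plate's mean compound inhibition plus 3 SD, cut at about 60% in these data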;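 further: 0% = DMSO wells and 100% = LY294002 at 200 µM; higher means less KLF5 promoter-driven luciferase light; inactives centre near -14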
HSF1 activator: increases HSF-1 driven luciferase reporter signal. 1.7% of 300,000 active. NIH3T3-HGL HSF-1 luciferase reporter, MG132, 8 h; 100% = twice DMSO control signal. activation, % at 9 µM. AID 504408;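 active means mean replicate activation of at least 50% with a set share of replicates each reaching 50%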;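 further: 0% = median of the neutral control wells and 100% = twice that signal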
GSK3B inh: inhibitors of human GSK3beta kinase. P49841. GST-GSK3beta kinase, ADP-Glo luminescence, 60 min; active compounds read low. activity score (negative = inhibition), % at 10 µM. 0.038% of 300,000 active. AID 2097;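 active means more than half of replicate wells score below -50%, meaning over 50% inhibition versus plate controls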;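 further: 0% = median DMSO wells and -100% = median GW8510 positive control wells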
Target sequence (P49841 whole entry, looked up): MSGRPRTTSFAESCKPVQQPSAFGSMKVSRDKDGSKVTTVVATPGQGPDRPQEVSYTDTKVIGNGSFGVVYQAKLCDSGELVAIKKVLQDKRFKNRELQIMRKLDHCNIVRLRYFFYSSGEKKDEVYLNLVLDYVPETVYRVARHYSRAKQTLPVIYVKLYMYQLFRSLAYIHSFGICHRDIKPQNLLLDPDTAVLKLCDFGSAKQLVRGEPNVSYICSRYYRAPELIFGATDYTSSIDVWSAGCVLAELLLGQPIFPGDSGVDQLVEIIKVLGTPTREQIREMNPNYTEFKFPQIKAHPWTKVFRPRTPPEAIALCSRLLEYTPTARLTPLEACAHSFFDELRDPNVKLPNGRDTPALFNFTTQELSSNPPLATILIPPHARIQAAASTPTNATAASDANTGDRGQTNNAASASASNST
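test system = GST-tagged human GSK3beta kinase, cell-free | reagent = 25 µM ATP with peptide substrate | dosing = one dose of 10 µM per compound | schedule = 60 min reaction, RT | detection = luminescent ADP-Glo measurement of ADP formed | control set = DMSO neutral wells and GW8510 at 20 µM as positive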
The depositor's hits bear a star.

For COc1ccc([C@@H]2C[C@H]3CN(c4ccccc4)C(=O)[C@]34CCCN24)c(OC)c1OC the results were Platelet DG rel 9, aSyn UTR inh 1, HSP90 inh 2, GSK3A inh -6, DYRK1A inh 1, IEC-6 tox -3, HSF1 inhib -4, KLF5 inhibitor -25, HSF1 activator 0 and GSK3B inh -1.
CC12CCC(=O)N1C(C(=O)Nc1nc(-c3ccc(F)c(F)c3)cs1)CS2 (stereo not drawn) was read as Platelet DG rel 7, aSyn UTR inh -28, GSK3A inh -1, DYRK1A inh 2, HSF1 inhib 2, HSF1 activator 2 and GSK3B inh 0.
COc1ccc(OC)c(Cc2nnc(CCC(=O)NCc3ccsc3)o2)c1 was read as Platelet DG rel 3, aSyn UTR inh -16, HSP90 inh -1, GSK3A inh -1, DYRK1A inh 4, IEC-6 tox -5, KLF5 inhibitor -22 and GSK3B inh 1.
For O=c1[nH]c(=O)n(Cc2ccccc2)c2nc(-c3ccc(C(F)(F)F)cc3)n(CCO)c12 the results were Platelet DG rel -17, aSyn UTR inh 8, HSP90 inh 4, GSK3A inh -2, DYRK1A inh 2, IEC-6 tox 5, HSF1 inhib 12, KLF5 inhibitor -9, HSF1 activator 0 and GSK3B inh -3.
`Cc1cccc(CNC(=O)CCc2nnc(C3CCCCC3)o2)c1` gave Platelet DG rel -8, aSyn UTR inh -13, HSP90 inh 2, GSK3A inh 10, DYRK1A inh -6, IEC-6 tox 1, HSF1 inhib 21, KLF5 inhibitor -22, HSF1 activator 28 and GSK3B inh 4.
Screening O=c1ccc(-c2ccc(S(=O)(=O)NCC3CCN(Cc4ccccc4F)CC3)s2)n[nH]1 returned Platelet DG rel 11, aSyn UTR inh 16, HSP90 inh 0, GSK3A inh 0, DYRK1A inh 4, IEC-6 tox -1, HSF1 inhib 2, KLF5 inhibitor -3, HSF1 activator 24 and GSK3B inh 1.
COc1cccc(C(C)N(C)Cc2nc(-c3ccoc3)oc2C)c1 (stereo not drawn) was read as Platelet DG rel 2, aSyn UTR inh -3, HSP90 inh 2, GSK3A inh 4, DYRK1A inh -3, IEC-6 tox 5, HSF1 inhib 5, KLF5 inhibitor 0, HSF1 activator 6 and GSK3B inh 2.
Screening O=C(Nc1ccc(Cl)cc1)c1cnc(-c2ccccc2)nc1-c1ccccc1 returned Platelet DG rel 4, aSyn UTR inh -9, HSP90 inh -1, GSK3A inh 1, DYRK1A inh -8, IEC-6 tox -1, HSF1 inhib -8, KLF5 inhibitor -21, HSF1 activator -3 and GSK3B inh 4.
Screening CCOc1ccc(N(CC(=O)NCc2ccco2)C(=O)CCC(=O)Nc2nccs2)cc1 returned Platelet DG rel 19, aSyn UTR inh 9, HSP90 inh -3, GSK3A inh -3, DYRK1A inh 3, IEC-6 tox 3, HSF1 inhib -1, KLF5 inhibitor -5 and HSF1 activator 2.
`Cc1ccc2[nH]c3c(c2c1)CCCC3C(N)=O` (stereo not drawn) gave Platelet DG rel -4, aSyn UTR inh -25, HSP90 inh -4, GSK3A inh 7, DYRK1A inh 7, IEC-6 tox -4, HSF1 inhib 7, KLF5 inhibitor -37, HSF1 activator 13 and GSK3B inh 0.
COc1cccc2c(=O)n(CC(=O)Nc3ccccc3)ccc12 was read as Platelet DG rel -1, aSyn UTR inh 1, HSP90 inh -1, GSK3A inh -1, DYRK1A inh -1, IEC-6 tox 0, HSF1 inhib -14, KLF5 inhibitor -19, HSF1 activator -27 and GSK3B inh 3.
Screening Cc1nc2ccccc2c(=O)n1-c1cccc(NC(=O)c2cccs2)c1 returned Platelet DG rel 8, aSyn UTR inh 11, DYRK1A inh -4, HSF1 inhib -1, HSF1 activator -11 and GSK3B inh 1.
For Cc1nc(N2CCOCC2)nc(Oc2ccccc2F)c1[N+](=O)[O-] the results were Platelet DG rel 1, aSyn UTR inh 18, HSP90 inh -2, GSK3A inh -1, DYRK1A inh 8, IEC-6 tox 1, HSF1 inhib 0, KLF5 inhibitor -21, HSF1 activator 3 and GSK3B inh -3.
`Cc1cc(C)cc(N(C(=O)Cn2nnc3ccccc32)C(C(=O)NCc2ccco2)c2ccncc2)c1` (stereo not drawn) gave Platelet DG rel 5, aSyn UTR inh 7, HSP90 inh 4, GSK3A inh -2, DYRK1A inh 1, IEC-6 tox 3, HSF1 inhib 15, KLF5 inhibitor -7, HSF1 activator 22 and GSK3B inh -1.
O=C(CSc1nnc(CNC(=O)c2cccs2)o1)Nc1cccc(C(F)(F)F)c1 was read as Platelet DG rel -3, aSyn UTR inh -11, HSP90 inh -2, GSK3A inh -5, DYRK1A inh -2, IEC-6 tox -3, HSF1 inhib 20, KLF5 inhibitor -11, HSF1 activator 43 and GSK3B inh -1.
Screening COC(=O)c1ccccc1NC(=O)COC(C)=O returned Platelet DG rel -6, aSyn UTR inh -13, HSP90 inh 0, GSK3A inh -4, DYRK1A inh -3, IEC-6 tox 2, HSF1 inhib 6, KLF5 inhibitor 12, HSF1 activator 14 and GSK3B inh 1.
CN1C(=O)C(O)(CC(=O)c2cccs2)c2ccccc21 (stereo not drawn) was read as Platelet DG rel 3, aSyn UTR inh -30, HSP90 inh 1, GSK3A inh 1, DYRK1A inh -3, IEC-6 tox -6, HSF1 inhib -5, KLF5 inhibitor -30, HSF1 activator 3 and GSK3B inh -1.
`Cc1ccc(C)c(NC(=O)CSc2nnc(-c3ccccc3)n2N)c1` gave Platelet DG rel 11, aSyn UTR inh -22, HSP90 inh 2, GSK3A inh 4, DYRK1A inh -7, IEC-6 tox 6, HSF1 inhib 7, KLF5 inhibitor -5, HSF1 activator 27 and GSK3B inh 0.
For CCc1ccc(/C=N/NC(=O)c2cc(C3CC3)nc3ccccc23)s1 the results were Platelet DG rel -9, aSyn UTR inh 15, HSP90 inh -2, GSK3A inh 0, DYRK1A inh 0, IEC-6 tox 34*, HSF1 inhib -2, KLF5 inhibitor 27, HSF1 activator 1 and GSK3B inh 3.
For C=CCn1c(C)csc1=Nc1ccc(C(C)=O)cc1 the results were Platelet DG rel 7, aSyn UTR inh -99, HSP90 inh -2, GSK3A inh -2, DYRK1A inh 1, IEC-6 tox -1, HSF1 inhib 3, KLF5 inhibitor -73, HSF1 activator 2 and GSK3B inh -1.
`Cc1oc2c(CN3CCCCC3)c(O)ccc2c(=O)c1-c1ccc(Br)cc1` gave Platelet DG rel 2, aSyn UTR inh 6, HSP90 inh -2, GSK3A inh -2, DYRK1A inh -3, IEC-6 tox -4, HSF1 inhib 5, KLF5 inhibitor -5, HSF1 activator -7 and GSK3B inh 0.
O=C(CCC(=O)N1CCOc2ccc(Cl)cc21)NCCN1CCOCC1 was read as Platelet DG rel -4, aSyn UTR inh 8, HSP90 inh 5, GSK3A inh 0, DYRK1A inh 3, IEC-6 tox -3, HSF1 inhib -7, KLF5 inhibitor -11, HSF1 activator -8 and GSK3B inh 1.
CSc1nc(C)nc(N/C=C(\C#N)S(=O)(=O)c2ccccc2Cl)n1 was read as Platelet DG rel -2, aSyn UTR inh 2, HSP90 inh -1, GSK3A inh -4, DYRK1A inh -2, IEC-6 tox -4, HSF1 inhib 1, KLF5 inhibitor -27, HSF1 activator -5 and GSK3B inh 3.
Screening CCOc1ccc(-c2nc(CSCC(=O)NC3CCCc4ccccc43)c(C)o2)cc1 (stereo not drawn) returned Platelet DG rel -2, aSyn UTR inh -3, HSP90 inh 7, GSK3A inh 0, DYRK1A inh -2, IEC-6 tox -7, HSF1 inhib 1, KLF5 inhibitor -32, HSF1 activator 23 and GSK3B inh -6.
Screening Cc1ccc(NC(=O)CN2CCN(C)CC2)cc1Br returned Platelet DG rel -1, aSyn UTR inh 5, HSP90 inh 2, IEC-6 tox 5, HSF1 inhib 7, KLF5 inhibitor -27, HSF1 activator 45 and GSK3B inh -2.
`CNC(=S)N/N=C(\C)c1ccc(C(C)(C)C)cc1` gave Platelet DG rel 23, aSyn UTR inh -19, HSP90 inh 3, GSK3A inh 1, DYRK1A inh 12, IEC-6 tox 0, HSF1 inhib 2, KLF5 inhibitor -8, HSF1 activator 14 and GSK3B inh 1.
Screening CC(C)C12CCC(C(=O)O)C(C1)C(=O)O2 (stereo not drawn) returned Platelet DG rel 31, aSyn UTR inh -17, HSP90 inh 3, GSK3A inh 1, DYRK1A inh 1, IEC-6 tox -2, HSF1 inhib 0, KLF5 inhibitor -22, HSF1 activator 1 and GSK3B inh -2.
`O=C(C1CCCCC1)N(CCN1CCCC1)c1nc2ccccc2s1` gave Platelet DG rel -4, aSyn UTR inh -52, HSP90 inh -1, GSK3A inh 0, DYRK1A inh -33, IEC-6 tox -5, HSF1 inhib 4, KLF5 inhibitor -34, HSF1 activator 2 and GSK3B inh 2.
`CCCOc1ccc2c(CC)cc(=O)oc2c1C` gave Platelet DG rel -2, aSyn UTR inh 9, HSP90 inh 2, GSK3A inh -33, DYRK1A inh 1, IEC-6 tox -7, HSF1 inhib 5, KLF5 inhibitor 14, HSF1 activator 29 and GSK3B inh -9.
Screening CC1CCCC(NC(=O)COC(=O)COc2ccccc2Cl)C1C (stereo not drawn) returned Platelet DG rel 1, aSyn UTR inh 11, HSP90 inh 2, GSK3A inh 1, DYRK1A inh 4, IEC-6 tox -1, HSF1 inhib -4, KLF5 inhibitor -51, HSF1 activator -2 and GSK3B inh 2.
`Cc1nc2ccc(NC(=O)c3ccco3)cc2nc1C` gave Platelet DG rel 6, HSP90 inh -1, GSK3A inh -2, DYRK1A inh 5, IEC-6 tox 2, KLF5 inhibitor -13 and GSK3B inh 2.
`Cc1cccc(NC(=O)CSc2nnc(C)c(=O)n2N)c1` gave Platelet DG rel 9, aSyn UTR inh -10, HSP90 inh -2, GSK3A inh -7, IEC-6 tox 6, HSF1 inhib -7, KLF5 inhibitor -7, HSF1 activator 2 and GSK3B inh 0.
For ClC(Cl)c1nnc(-c2ccccc2)c(-c2c[nH]c3ccccc23)n1 the results were Platelet DG rel -13, aSyn UTR inh 2, HSP90 inh 0, GSK3A inh -5, DYRK1A inh 3, IEC-6 tox 7, HSF1 inhib 20, KLF5 inhibitor -41, HSF1 activator 57* and GSK3B inh -1.
For CCOC(=O)CNC(=O)CSc1nc(-c2cccc(C)c2)ns1 the results were Platelet DG rel -22, aSyn UTR inh -37, HSP90 inh -1, GSK3A inh 0, DYRK1A inh -2, IEC-6 tox 6, HSF1 inhib 19, KLF5 inhibitor -15, HSF1 activator 12 and GSK3B inh 6.
`Cc1cc(N/C=C/C(=O)c2ccccc2)ccc1Br` gave Platelet DG rel 10, aSyn UTR inh -78, HSP90 inh 2, GSK3A inh -4, DYRK1A inh -8, IEC-6 tox 2, HSF1 inhib 8, KLF5 inhibitor -113, HSF1 activator 23 and GSK3B inh 0.

Structural class, the entries above with a CF3 group
For O=c1[nH]c(=O)n(Cc2ccccc2)c2nc(-c3ccc(C(F)(F)F)cc3)n(CCO)c12 the results were Platelet DG rel -17, aSyn UTR inh 8, HSP90 inh 4, GSK3A inh -2, DYRK1A inh 2, IEC-6 tox 5, HSF1 inhib 12, KLF5 inhibitor -9, HSF1 activator 0 and GSK3B inh -3.
O=C(CSc1nnc(CNC(=O)c2cccs2)o1)Nc1cccc(C(F)(F)F)c1 was read as Platelet DG rel -3, aSyn UTR inh -11, HSP90 inh -2, GSK3A inh -5, DYRK1A inh -2, IEC-6 tox -3, HSF1 inhib 20, KLF5 inhibitor -11, HSF1 activator 43 and GSK3B inh -1.

Only part of the results is shown. The share of hits here may be higher or lower than overall.
